High-throughput results as filed in PubChem.
STAT1 blocker = STAT1 signaling inhibitors, primary screen, cell-based, HTS, luciferase reporter | NIH 3T3 STAT1-luciferase reporter, IFN-gamma, luminescence | inhibition, % at 5.5 µM | 0.35% of 200,000 active;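 active = inhibition above a set limit, the mean inhibition across all tested compounds plus 3 SD, cut at about 34% in these data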;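 note: 0% = IFN-gamma with DMSO and 100% = IFN-gamma with 300 µM nifuroxazide; values of inactives mirror those of a sister screen read the other way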
STAT1 act = STAT1 signaling activators, primary screen, cell-based, HTS, luciferase reporter | 2.6% of 200,000 active | NIH 3T3 STAT1-luciferase reporter, IFN-gamma, luminescence; 100% = IFN-gamma alone, no compound | activation (% of control), % at 5.5 µM;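 active = activation above the screen-wide mean activation plus 3 SD, cut at about 130% in these data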;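 note: raw ratio to IFN-gamma control signal so 100% means no change and 0% no light; values of inactives mirror those of a sister screen read the other way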
RAM network inh = inhibitors of the yeast RAM network, primary screen, dse1pr::URA3 reporter, 5-FOA selection. S. cerevisiae dse1pr::URA3 reporter, 5-FOA growth OD615, 2 d; analog-sensitive cbk1-as2 kinase mutant strain. inhibition, % at 50 µM. 1.8% of 190,000 active;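 active = inhibition above a set limit, 3 SD over mean compound inhibition, cut at about 8.4% in these data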;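 note: 0% = DMSO-only wells with no growth and 100% = 10 µM 1-NA-PP1 full growth; inhibition rescues growth on 5-FOA so higher OD means more RAM inhibition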
APP 5'UTR act = activators of APP 5'UTR luciferase reporter, primary screen, SH-SY5Y cells; SH-SY5Y APP 5'UTR luciferase reporter, luminescence; zero percent = DMSO vehicle wells; activation, % at 2 µM; 1% of 190,000 active; AID 1276, 2008;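 active = activation above a set limit, based on mean plus 3 SD of controls, cut at about 140% in these data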; note: values of inactives mirror those of a sister screen read the other way
NF-kB neuron act = activators of NF-kB expression in neurons, primary screen, cell-based, HTS; human neuronal cells, NF-kB reporter expression; active compounds read high; fold change at 12.5 µM; 1.6% of 190,000 active; in the data active = fold change above about 3.3
STAT3 inh = IL-6 driven STAT3 reporter inhibitors, primary screen, U3A cells, luciferase, luminescence, MLSCN library; inhibition, % at 5.5 µM; IL-6 STAT3-luciferase reporter; host cell line lacks STAT1; 0.89% of 190,000 active;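 active = inhibition above the mean inhibition across all screened compounds plus 3 SD, cut at about 44% in these data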;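 note: 0% = DMSO only wells and 100% = 100 µM nifuroxazide control wells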
Hsp70 act = Hsp70 transcriptional activators, primary screen, cell-based, HeLa, Hsp70 promoter luciferase, luminescence, 10 µM. HeLa Hsp70 promoter luciferase reporter; scaled: vehicle 0, proteasome-inhibitor control 100%. activation, % at 10 µM. 0.04% of 200,000 active;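 active = activation above the mean across all tested compounds plus 3 SD, cutoff set per campaign, cut at about 5.5% in these data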;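 note: 100% = MG132 at 30 µM as the positive control and 0% = DMSO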
FLuc inhib CS = firefly luciferase enzyme inhibitors, primary screen, artefact control for luciferase-based inhibitor screens, biochemical, luminescence, ATPLite; Luciferin 4-monooxygenase (Photinus pyralis), P08659; 10 min; inhibition, % at 10 µM; 1.5% of 200,000 active; AID 1006, 2008;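 active = inhibition above about 50% when tested at 10 µM, limit read from the data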
Target sequence (P08659 whole entry, looked up): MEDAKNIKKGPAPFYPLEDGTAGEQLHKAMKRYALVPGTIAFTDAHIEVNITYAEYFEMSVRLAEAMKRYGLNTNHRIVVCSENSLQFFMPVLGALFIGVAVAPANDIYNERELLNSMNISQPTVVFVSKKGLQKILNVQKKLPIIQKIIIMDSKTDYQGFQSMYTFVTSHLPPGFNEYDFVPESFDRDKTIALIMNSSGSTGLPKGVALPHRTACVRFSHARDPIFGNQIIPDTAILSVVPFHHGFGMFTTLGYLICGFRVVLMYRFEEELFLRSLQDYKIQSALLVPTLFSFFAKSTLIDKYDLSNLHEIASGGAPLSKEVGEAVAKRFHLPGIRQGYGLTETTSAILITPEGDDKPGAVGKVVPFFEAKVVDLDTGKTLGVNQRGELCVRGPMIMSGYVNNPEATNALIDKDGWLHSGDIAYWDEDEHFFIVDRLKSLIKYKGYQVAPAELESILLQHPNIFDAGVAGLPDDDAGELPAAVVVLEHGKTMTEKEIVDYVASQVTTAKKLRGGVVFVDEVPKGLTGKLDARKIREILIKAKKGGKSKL
APP transl inh = inhibitors of APP translation via 5'UTR reporter, primary screen, APP 5'UTR luciferase, SH-SY5Y cells | SH-SY5Y APP 5'UTR-luciferase reporter, luminescence | inhibition, % at 2 µM | 0.82% of 190,000 active | AID 1285, 2008;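 active = inhibition above a set limit, derived from the sample mean plus 3 SD, cut at about 45% in these data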; note: values of inactives mirror those of a sister screen read the other way
STAT3 act = IL-6 driven STAT3 reporter potentiators, primary screen, U3A cells, luciferase, luminescence, MLSCN library. IL-6 STAT3-luciferase reporter; 100% = signal with IL-6 EC80 alone. activation (% of control), % at 5.6 µM. 0.91% of 190,000 active;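 active = activation above the screen-wide mean of compound activation plus 3 SD, cut at about 130% in these data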;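 note: 0% = background luminescence of wells with medium and substrate only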
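Material: human U3A cells carrying STAT3-luciferase construct. Measured by: reporter luminescence signal. Timing: compound 1 h, then IL-6 6 h at 37 °C.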
* = called active by the depositor.

SMILES	STAT1 blocker	STAT1 act	RAM network inh	APP 5'UTR act	NF-kB neuron act	STAT3 inh	Hsp70 act	FLuc inhib CS	APP transl inh	STAT3 act
N#CCC(=O)N/N=C/c1ccc(OC2CSC2)cc1	3.1	97.0	0.7	-10.7	1.15	-8.1	-0.3	1.6	10.7	112.5
COc1ccc(OCc2nc(N)nc(Nc3ccccc3OC)n2)cc1	-7.0	106.3	3.7	15.1	1.05	2.5	0.3	3.0	-15.1	100.8
CCOc1ccc(OCC)c(NC(=O)CSc2nc3ccccc3c(=O)n2C)c1	12.5	88.7	6.8	-14.2	0.86	31.6	-0.6	-5.8	14.2	78.1
Nc1nnc(-c2ccc(Cl)cc2)s1	-11.1	110.2	0.4	16.6	1.78	9.4	-0.1	15.4	-16.6	93.5
CCC(C)NC(=O)c1cn(C)c(=O)c2cc(OC)c(OC)cc12 (configuration not stated)	-14.6	111.7	0.8	-0.8	0.97	-16.8	-0.3	-3.8	0.8	118.0
Cc1nc(-c2ccccc2Cl)sc1C(=O)/C=C/N(C)C	-28.0	123.7	1.3	15.3	2.4	-3.9	0.2	2.7	-15.3	106.4
O=C1CCN(S(=O)(=O)c2ccccc2)N1	-3.3	103.0	0.0	-4.6	1.08	5.2	-0.1	-9.5	4.6	105.4
O=C(COC(=O)c1cccnc1Cl)NCc1ccco1	4.4	95.8	4.8	-9.1	1.05	3.7	0.0	-9.3	9.1	101.0
Cc1noc(C)c1COC(=O)CN(C)S(=O)(=O)c1ccc(Cl)cc1	-5.8	106.8	1.5	4.8	1.13	3.2	-0.1	-0.4	-4.8	101.0
COC(=O)c1nnn(CC(=O)Nc2cccc(Cl)c2C)c1C(=O)OC	5.9	96.8	0.8	-5.1	0.99	-8.2	-0.3	-6.2	5.1	106.7
O=C(Nc1ccc(Cl)c(Cl)c1)Nc1ccccc1C(=O)O	-43.5	140.3*	3.7	214.9*	7.74*	52.9*	0.0	66.7*	-214.9	58.4
Cc1cccc(Nc2nnc(SC/C(O)=C(\C#N)c3nc4ccccc4[nH]3)s2)c1	9.7	91.0	2.6	0.3	0.92	-55.3	0.1	0.6	-0.3	143.3*
CCOc1cc(N2CCOCC2)c(OCC)cc1NC(=O)c1cc(-c2ccco2)nc2ccccc12	21.5	81.0	2.4	-48.8	0.46	10.1	-0.2	-1.7	48.8*	95.2
Cc1ccc(S(=O)(=O)N2CCCSCC2)cc1	2.7	97.5	2.0	-0.5	1.12	-4.8	0.2	-4.5	0.5	108.3
CCN1/C(=C2\C(=O)N(C)C(=S)N2C)C=Cc2cc(OC)ccc21	8.6	92.3	2.1	-13.9	1.02	7.7	-0.3	13.1	13.9	93.0
O=C(Nc1ccc(SC(F)F)cc1)c1cccc2nc3ccccc3nc12	-2.6	102.4	2.7	12.3	1.03	17.1	-0.4	0.4	-12.3	88.3
COc1ccccc1CNC(=O)C(CC(C)C)NS(=O)(=O)c1ccc2c(c1)oc(=O)n2C (configuration not stated)	-2.7	102.4	3.9	1.5	1.52	2.1	-0.3	-5.9	-1.5	105.7
N#Cc1ccc(COn2nnc3ccccc32)cc1	-20.3	119.1	1.0	-13.1	1.47	21.3	0.5	-4.2	13.1	82.8
COc1ccc(C2=NCC(CSc3nnnn3C)S2)cc1 (configuration not stated)	-5.6	105.2	1.9	1.3	1.27	18.6	-0.3	3.8	-1.3	85.7
CCCCN1C(=O)C(NC(C)=O)c2cc(Br)ccc21 (configuration not stated)	-3.1	102.9	1.9	-13.9	1.04	-9.1	0.0	1.0	13.9	111.9
CCOc1cc(C(N)=O)cc(OCC)c1OCC	-7.8	107.2	2.9	21.8	1.36	2.3	0.1	-0.2	-21.8	100.3
COc1ccccc1-c1nc2cc3ccccc3cc2nc1-c1ccccc1	6.2	94.6	10.8*	-7.1	1.18	-21.3	-0.3	-0.1	7.1	117.9
Nc1c(C(=O)O)cnc2c(-c3ccc(Cl)cc3)cnn12	-104.0	194.0*	-0.6	122.0	4.93*	4.4	-0.1	58.4*	-122.0	107.1
CC(C)Sc1nc2c(c(=O)[nH]c(=O)n2C)n1CC(O)COc1ccccc1 (configuration not stated)	6.4	93.3	0.1	-5.8	0.72	20.7	0.2	-4.3	5.8	90.8
Cc1nc(CS(=O)(=O)c2ccc(Cl)cc2)cc(Sc2ccc(Cl)cc2)n1	-5.5	104.9	2.0	6.8	1.05	-2.3	-0.5	1.2	-6.8	104.1
O=C(Nc1cccc2ccccc12)N1CC=CCC1	1.4	98.7	1.6	-3.6	0.89	5.4	-0.6	-6.1	3.6	101.3
N#Cc1c(C(F)(F)F)cc(-c2ccccc2)nc1SCc1nc(N)nc(N2CCOCC2)n1	1.4	100.0	2.7	-2.2	1.08	-2.5	0.4	-8.5	2.2	105.7
CNc1oc(-c2ccco2)nc1C#N	-3.7	103.4	2.6	-7.5	1.09	8.4	-0.2	-4.3	7.5	95.0
CCOc1ccccc1NC(=O)NC(=O)N(C)S(=O)(=O)c1ccc(C)cc1	4.7	95.5	1.9	4.0	0.96	1.7	-0.4	-9.1	-4.0	102.7
COc1ccc(-n2c(Cn3c(=O)sc4ccccc43)nnc2SCC(N)=O)cc1	1.0	99.1	-0.1	-12.1	0.92	6.0	-0.3	-7.7	12.1	99.0
O=C(c1cc(-c2cccs2)on1)N1CCN(C(c2ccccc2)c2ccccc2)CC1	-0.1	100.1	2.3	16.8	0.97	0.3	-0.3	-0.7	-16.8	105.9
CC[C@H](C)[C@@H](NC(=O)O[C@@H]1C(=O)c2cc(Br)ccc2O[C@H]1c1cccc(OC)c1)C(=O)OC	-2.6	102.4	6.2	17.3	1.1	-13.7	-0.1	-2.7	-17.3	109.1
Cc1cc(C)c2cc3c(N)c(C(=O)N4CCc5ccccc5C4)sc3nc2c1	-2.8	102.5	1.4	-0.3	1.01	3.4	-0.1	-5.8	0.3	99.5
COc1cc(CCN2C(=O)N[C@@H](CCc3ccccc3)C(C(C)=O)=C2C)cc(OC)c1OC	-2.9	102.6	-0.4	-9.3	0.85	-6.6	-0.1	-2.7	9.3	103.1
O=C(O)c1cccc(CN2C(=O)CSC2=O)c1	13.4	87.9	3.1	-1.7	1.05	0.7	0.0	1.9	1.7	103.7
CCOC(=O)n1c(=O)n(Cc2ccccc2Cl)c2ccccc21	0.4	99.6	0.7	21.0	0.85	-0.5	-0.2	-3.9	-21.0	109.3

Full records, looked up by structure. Values in the order: STAT1 blocker, STAT1 act, RAM network inh, APP 5'UTR act, NF-kB neuron act, STAT3 inh, Hsp70 act, FLuc inhib CS, APP transl inh, STAT3 act
CNc1oc(-c2ccco2)nc1C#N in the list: -3.7, 103.4, 2.6, -7.5, 1.09, 8.4, -0.2, -4.3, 7.5, 95.0
Cc1cc(C)c2cc3c(N)c(C(=O)N4CCc5ccccc5C4)sc3nc2c1 in the list: -2.8, 102.5, 1.4, -0.3, 1.01, 3.4, -0.1, -5.8, 0.3, 99.5
COc1ccc(-n2c(Cn3c(=O)sc4ccccc43)nnc2SCC(N)=O)cc1 in the list: 1.0, 99.1, -0.1, -12.1, 0.92, 6.0, -0.3, -7.7, 12.1, 99.0

(list continues)
SMILES	STAT1 blocker	STAT1 act	RAM network inh	APP 5'UTR act	NF-kB neuron act	STAT3 inh	Hsp70 act	FLuc inhib CS	APP transl inh	STAT3 act
COc1cccc(N/C(SCc2ccccc2F)=C(/C#N)C(=O)NCc2cccs2)c1	9.3	91.7	15.7*	9.9	0.87	4.6	-0.2	-3.4	-9.9	98.4
C=CCn1c(SCC(=O)Nc2ccc3c(c2)OCCO3)nnc1-c1ccccn1	10.1	90.7	-0.8	23.7	0.9	-6.3	-0.1	-0.4	-23.7	107.1
c1coc(CNc2nc(N3CCCCC3)nc3ccccc23)c1	8.0	93.8	1.4	10.5	0.79	9.3	-0.2	-5.5	-10.5	95.9
CCOC(=O)CSc1nnc(CNc2ccc(F)cc2)o1	2.5	97.7	-0.9	-10.0	0.94	0.4	0.4	-7.8	10.0	102.5
CCN1CCN(C(c2cccc(OC)c2)c2sc3nc(C)nn3c2O)CC1 (configuration not stated)	-0.9	100.8	-0.1	1.8	0.9	-9.0	-0.4	-6.9	-1.8	103.1
O=S(=O)(Nc1nc2c(s1)CCCC2)c1ccc(Br)cc1	-1.8	101.7	0.3	2.3	0.76	3.8	-0.2	-6.2	-2.3	99.2
N#C/C(=C\c1ccc(OC(=O)c2ccccn2)cc1)C(N)=O	4.9	95.5	1.3	-5.1	1.12	-8.2	-0.1	17.2	5.1	102.5
CCN1CCc2c(OCc3ccccc3)cccc2C1=O	-4.5	102.8	-0.6	-0.7	1.05	8.6	0.9	-2.2	0.7	99.2
CC(=O)c1cccc(NC(=O)C2CC(=O)N(Cc3ccccc3)C2)c1 (configuration not stated)	3.6	98.8	1.0	-4.0	0.87	-6.3	0.0	-3.9	4.0	105.2
COc1ccccc1-c1nnc(SCC(=O)NCc2ccco2)n1N	2.0	98.2	3.0	15.9	1.32	-2.7	-0.3	-5.8	-15.9	101.9
Cn1cc(C(=O)c2cccc(Cl)c2)cc1/C=N\O	-22.2	119.1	1.5	-2.7	1.05	4.1	-0.1	-0.4	2.7	102.4
Cc1nc(N(C)C)ncc1C(=O)O	-1.0	101.9	0.5	15.7	1.1	-1.0	-0.1	1.1	-15.7	102.7
CC1(C)C(C=C(Cl)Cl)C1C(=O)N1CCN(Cc2ccccc2)CC1 (configuration not stated)	-0.1	97.5	3.2	-1.4	1.13	-1.5	-0.2	-8.4	1.4	105.3
COc1cccc(CN2CCN(Cc3ccc4c(NC(C)=O)cccc4n3)CC2CCO)c1 (configuration not stated)	-4.8	102.6	0.1	0.5	0.98	4.2	0.0	-9.3	-0.5	98.4
CSc1nc(C)c(Oc2ccccc2)c(=O)n1C	1.4	99.7	1.1	-15.9	1.13	0.5	-0.2	-3.9	15.9	102.3
COc1ccc(-c2nnc3n(CCc4ccccc4)c(=O)c4ccccc4n23)cc1OC	-1.6	101.5	1.6	10.8	0.9	15.7	-0.4	-1.6	-10.8	83.1
CCOC(=O)c1c(C)n(C)c2ccc(OCC(O)CN3CCCCCC3)cc12 (configuration not stated)	-0.9	100.8	0.2	19.3	1.08	9.4	-0.4	-6.3	-19.3	96.2
COc1ccccc1NC(=O)Cn1cnc2c1c(=O)n(C)c(=O)n2C	-2.3	102.1	-0.7	3.0	1.12	2.6	-0.4	-6.1	-3.0	101.4
COCc1c(CCl)cnc(C)c1O	0.1	99.5	-0.1	-9.4	1.16	8.6	0.1	-7.2	9.4	97.2
CC(CCc1ccccc1)NC(=O)COC(=O)C12CC3CC(CC(Br)(C3)C1)C2 (configuration not stated)	-5.2	104.7	6.7	18.5	1.23	-2.0	-0.5	-1.1	-18.5	106.8
CCOC(=O)c1c[nH]c2c(Cl)ccc(Cl)c2c1=O	0.6	99.5	2.3	-8.1	1.16	4.0	0.1	-2.5	8.1	99.0

This is a random part of the collection; 7.7% or so of the library scored in one or more.
